STK33 kin inh: STK33 kinase inhibitors, primary screen, biochemical, luminescence, ADP-Glo, MBP substrate. Serine/threonine-protein kinase 33 (Homo sapiens), Q9BYT3. inhibition, % at 12.5 µM. 0.44% of 27,000 active; in the data active = inhibition above about 20%; inconclusive = no clear call, values can overlap the other calls
Target sequence (Q9BYT3 whole entry, looked up): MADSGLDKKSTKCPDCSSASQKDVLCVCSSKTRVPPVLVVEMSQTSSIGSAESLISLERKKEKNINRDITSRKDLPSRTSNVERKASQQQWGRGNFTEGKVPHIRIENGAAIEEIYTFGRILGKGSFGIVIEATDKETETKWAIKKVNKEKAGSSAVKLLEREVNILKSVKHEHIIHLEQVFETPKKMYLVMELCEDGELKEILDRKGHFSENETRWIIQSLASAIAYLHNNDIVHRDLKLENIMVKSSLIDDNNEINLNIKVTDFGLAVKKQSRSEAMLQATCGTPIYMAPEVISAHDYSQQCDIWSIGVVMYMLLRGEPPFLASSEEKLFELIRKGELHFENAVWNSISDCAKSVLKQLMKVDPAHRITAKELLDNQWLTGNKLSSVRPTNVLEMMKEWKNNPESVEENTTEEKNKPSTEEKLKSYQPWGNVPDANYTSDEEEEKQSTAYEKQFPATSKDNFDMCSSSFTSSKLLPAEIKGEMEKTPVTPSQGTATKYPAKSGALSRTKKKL
mut p53 react: mutant p53 pathway re-activators, primary screen, cell-based, SW480, luciferase, single point, HTS; SW480 PUMA-promoter luciferase, p53 mutant reactivation; activation, % at 9.98 µM; 1.5% of 28,000 active; AID 624151, 2012; in the data active = activation above about 52%; inconclusive = no clear call, values can overlap the other calls
An asterisk follows results filed as active; ? = inconclusive; nt = no result given. Not all compounds are listed; the hit share may differ from the screen's.

SMILES	STK33 kin inh	mut p53 react
CNC[C@H]1Oc2c(NC(=O)c3nc4ccccc4s3)cccc2C(=O)N([C@@H](C)CO)C[C@H]1C	nt	8
C=CCN1C(=O)[C@]2(O[C@H](CCn3cc([C@H](O)c4ccccc4)nn3)[C@@H]([Si](C)(C)c3ccc(OC)cc3)[C@@H]2C)c2cc(N3CCC3=O)ccc21	11	nt
C[C@@H]1CN([C@@H](C)CO)C(=O)CCCn2nncc2CO[C@H]1CN(C)C(=O)Nc1ccnc(N2CCOCC2)c1	-2	nt
Cc1cc(NC(=O)C2CC=CCC2C(=O)O)ccc1NC(=O)c1ccccc1 (centres undefined)	-5	9
C[C@@H]1CN([C@H](C)CO)C(=O)Cc2cc(NS(C)(=O)=O)ccc2O[C@@H]1CN(C)C(=O)Nc1ccccc1	2	-1
C[C@H]1CN([C@@H](C)CO)C(=O)c2cccc(NS(=O)(=O)c3ccc(F)cc3)c2O[C@H]1CN(C)S(C)(=O)=O	nt	-1
C[C@H]1CN([C@@H](C)CO)C(=O)CCCn2cc(nn2)CO[C@H]1CN(C)S(C)(=O)=O	1	nt
Cc1noc(C)c1S(=O)(=O)N(C)C[C@H]1Oc2c(NC(=O)c3nc4ccccc4s3)cccc2C(=O)N([C@H](C)CO)C[C@H]1C	nt	-5
Cc1ccc(S(=O)(=O)N(C)C[C@H]2Oc3ccc(NS(=O)(=O)c4ccc(F)cc4)cc3C(=O)N([C@@H](C)CO)C[C@H]2C)cc1	1	nt
Cc1noc(C)c1S(=O)(=O)N(C)C[C@H]1Oc2ccc(NS(=O)(=O)c3ccc(F)cc3)cc2CC(=O)N([C@@H](C)CO)C[C@H]1C	2	nt
COc1cccc(-c2cnc3c(c2)C(=O)N([C@@H](C)CO)C[C@@H](C)[C@@H](CN(C)Cc2ccc(C(=O)O)cc2)O3)c1	nt	7
C[C@H](CO)N1C[C@H](C)[C@H](CN(C)Cc2cccc(C(F)(F)F)c2)Oc2ncc(-c3cccc(F)c3)cc2C1=O	1	nt
CCn1c(SCC(=O)Nc2cc(Cl)ccc2OC)nnc1-c1ccc(Br)cc1	1	18
C[C@H]1CN([C@@H](C)CO)C(=O)c2cc(N(C)C)ccc2O[C@@H]1CN(C)C(=O)Nc1ccc(C(F)(F)F)cc1	-1	nt
N#Cc1cc2c(nc1SCC(=O)Nc1ccccc1C(F)(F)F)CCC2	2	111*

A draw from above in order of formula weight, highest first.
SMILES	STK33 kin inh	mut p53 react
C=CCN1C(=O)[C@]2(O[C@H](CCn3cc([C@H](O)c4ccccc4)nn3)[C@@H]([Si](C)(C)c3ccc(OC)cc3)[C@@H]2C)c2cc(N3CCC3=O)ccc21	11	nt
Cc1noc(C)c1S(=O)(=O)N(C)C[C@H]1Oc2ccc(NS(=O)(=O)c3ccc(F)cc3)cc2CC(=O)N([C@@H](C)CO)C[C@H]1C	2	nt
C[C@@H]1CN([C@@H](C)CO)C(=O)CCCn2nncc2CO[C@H]1CN(C)C(=O)Nc1ccnc(N2CCOCC2)c1	-2	nt

Carrying on.
SMILES	STK33 kin inh	mut p53 react
COc1ccc(OC)c(NC(=O)CSc2nnc(-c3ccc(C)c(Cl)c3)n2-c2ccccc2)c1	1	-3
CNC[C@@H]1Oc2ccc(NC(=O)Nc3ccc(F)cc3)cc2C(=O)N([C@H](C)CO)C[C@H]1C	-2	-16
O=S1(=O)CCC(NS(=O)(=O)c2cccc3cccnc23)C1 (centres undefined)	-1	0
O=C(Cn1cnc2scc(-c3cccc([N+](=O)[O-])c3)c2c1=O)Nc1ccc(Cl)cc1	-3	-15
COc1ccc(-c2cc(=O)c3c(OC)c(OC)c(OC)c(OC)c3o2)cc1OC	4	nt
C[C@H]1CN([C@@H](C)CO)C(=O)Cc2cc(NC(=O)Nc3ccc(F)cc3)ccc2O[C@H]1CN(C)C(=O)Nc1ccc(F)cc1	-3	nt
O=C(C[C@H]1C[C@H]2c3cc(NC(=O)NC4CCCC4)ccc3O[C@H]2[C@H](CO)O1)NCCN1CCCCC1	nt	17
O=C(CSc1nnc(-c2ccncc2)o1)c1ccc2c(c1)OCCO2	4	-6
O=C(COc1ccc(S(=O)(=O)N2CCOCC2)cc1)Nc1ccccc1C(F)(F)F	0	5
COc1ccc(NC(=O)N(C)C[C@@H]2Oc3ccc(NS(=O)(=O)c4ccc(OC)cc4)cc3CC(=O)N([C@@H](C)CO)C[C@@H]2C)cc1	1	nt
COc1ccc(S(=O)(=O)Nc2ccc3c(c2)C(=O)N([C@H](C)CO)C[C@@H](C)[C@@H](CN(C)S(=O)(=O)c2ccc(F)cc2)O3)cc1	2	nt
C[C@@H]1CN([C@H](C)CO)C(=O)Cc2cc(NC(=O)Nc3ccc4c(c3)OCO4)ccc2O[C@H]1CN(C)C	0	nt
C[C@@H]1CN([C@@H](C)CO)C(=O)Cc2cc(NC(=O)Cn3cnnn3)ccc2O[C@@H]1CN(C)S(=O)(=O)c1ccc(Cl)cc1	-6	nt
Cc1cccc(NC(=O)CCn2cnc3ccccc3c2=O)c1C	1	3
Cc1noc(C)c1NC(=O)N(C)C[C@@H]1Oc2ccc(NC(=O)NC3CCCCC3)cc2CC(=O)N([C@@H](C)CO)C[C@@H]1C	1	nt
CCc1ccc(OCC(=O)NC(=S)Nc2cccc3nsnc23)cc1	0	-12
C[C@H]1CN([C@@H](C)CO)C(=O)c2cccc(NC(=O)NC3CCCCC3)c2O[C@H]1CN(C)C(=O)NC1CCCCC1	nt	-3
O=C(CSc1nc(-c2ccccc2)cc(=O)[nH]1)Nc1ccc(Cl)cc1	13	-11
COc1ccc(CCN(C)CCc2ccc(OC)c(OC)c2)cc1OC	-1	17
C=C1[C@H](O)C[C@H]2[C@@H](/C=C(\C)C(=O)[C@@]3(O)C[C@H](C)[C@H](O)[C@@H]3[C@H]1O)C2(C)C	1	-6
Cc1noc(C)c1S(=O)(=O)N(C)C[C@H]1Oc2ccc(N(C)C)cc2CC(=O)N([C@@H](C)CO)C[C@H]1C	-1	-1
CC(C)NC(=O)N(C)C[C@H]1Oc2ccc(NS(=O)(=O)c3cn(C)cn3)cc2CC(=O)N([C@@H](C)CO)C[C@H]1C	-29	5
Cn1c(=O)nc2n(-c3ccc(Cl)c(Cl)c3)c3ccccc3cc-2c1=O	nt	-4
C[C@@H]1CN([C@@H](C)CO)C(=O)c2cc(C3=CCCCC3)cnc2O[C@H]1CN(C)C(=O)c1cccc(F)c1	nt	-2
Cc1noc(C)c1NC(=O)N(C)C[C@@H]1OCCCC[C@@H](C)Oc2ccc(NS(=O)(=O)c3ccc(F)cc3)cc2C(=O)N([C@H](C)CO)C[C@@H]1C	4	nt
COc1ccc(S(=O)(=O)N(C)C[C@H]2Oc3ccc(NC(=O)c4ccncc4)cc3C(=O)N([C@H](C)CO)C[C@@H]2C)cc1	nt	3
CC(C)NC(=O)N(C)C[C@H]1Oc2ccc(NC(=O)NC3CCCCC3)cc2C(=O)N([C@@H](C)CO)C[C@@H]1C	0	5
O=C1c2cccc3cccc(c23)C(=O)N1CCCSc1n[nH]c(-c2ccc(Cl)cc2)n1	3	22
CCc1ccc(NC(=O)CC2NCCNC2=O)cc1 (centres undefined)	0	12
Cc1noc(C)c1NC(=O)Nc1ccc2c(c1)CC(=O)N([C@H](C)CO)C[C@@H](C)[C@H](CN(C)Cc1ccc(C(F)(F)F)cc1)O2	-5	nt
C[C@@H]1CN([C@H](C)CO)C(=O)Cc2cc(NC(=O)c3ccncc3)ccc2O[C@@H]1CN(C)CC1CC1	1	3
CCOC(=O)C1=C(Cn2cnc3ccccc32)NC(=O)NC1c1cc(C)ccc1C (centres undefined)	-1	-12
Cc1ccc(S(=O)(=O)Nc2ccc3c(c2)CC(=O)N([C@@H](C)CO)C[C@H](C)[C@H](CN(C)C(=O)NC(C)C)O3)cc1	2	nt
CCOC(=O)Cc1n[nH]c(CC(=O)OCC)n1	2	nt
Cc1ccc([N+](=O)[O-])cc1NC(=O)CSc1nnnn1C1CC2CCC1C2 (centres undefined)	-1	-10
CC(=O)N(C)C[C@H]1Oc2ncc(-c3cccnc3)cc2C(=O)N([C@@H](C)CO)C[C@@H]1C	nt	6
CNC[C@@H]1Oc2ccc(NS(=O)(=O)c3ccc(OC)cc3)cc2C(=O)N([C@@H](C)CO)C[C@H]1C	2	nt
C[C@@H]1CN([C@H](C)CO)C(=O)c2cc(NC(=O)C3CCCCC3)ccc2O[C@@H]1CN(C)S(=O)(=O)c1cn(C)cn1	nt	-10
C[C@@H]1CN([C@H](C)CO)C(=O)c2cc(NC(=O)CCC(F)(F)F)ccc2O[C@@H](C)CCCCO[C@H]1CN(C)C(=O)Nc1ccccc1	nt	7
CN1CCC(OC(=O)COc2ccc(F)cc2)CC1	-2	1
COc1cc(OC)c2c(=O)c(OC)c(-c3ccccc3)oc2c1	-2	0
O=C(CSc1nc2ccccc2s1)Nc1ccc(I)cc1	-3	-2
C[C@H](CO)N1C[C@H](C)[C@H](CN(C)C(=O)C2CC2)Oc2cc(-c3ccncc3)ccc2S1(=O)=O	nt	-3
O=C(COc1ccccc1Cl)Nc1ccc(C(=O)Nc2ccccc2C(=O)O)cc1	0	1
Cc1noc(C)c1S(=O)(=O)Nc1ccc2c(c1)CC(=O)N([C@H](C)CO)C[C@@H](C)[C@H](CN(C)C(=O)Nc1ccc3c(c1)OCO3)O2	-2	nt
CC1CCc2c(sc3nnn(CC(=O)Nc4cc(Cl)ccc4Cl)c(=O)c23)C1 (centres undefined)	0	-2
O=C(CSc1ncnc2sc3c(c12)CCC3)Nc1cccc(-c2nc3ccccc3s2)c1	-1	80*
C[C@H]1CN([C@@H](C)CO)C(=O)c2cc(C#CCC3CCCC3)cnc2O[C@@H]1CN(C)Cc1ccccn1	nt	-2
O=C(CN1C(=O)c2cccc3cccc1c23)Nc1ccc(S(=O)(=O)N2CCCCCC2)cc1	-6	16
C[C@H]1CN([C@@H](C)CO)C(=O)c2cc(Br)cnc2O[C@H]1CN(C)Cc1ccc2c(c1)OCO2	nt	10
Cc1ccccc1OCC(=O)Nc1cccc(-c2nc3ncccc3o2)c1	7	11
O=C(CCn1nc(-c2ccc(Cl)cc2)c2ccccc2c1=O)Nc1ccc(Br)cc1	-3	-7
CC(C)NC(=O)Nc1ccc2c(c1)C(=O)N([C@@H](C)CO)C[C@@H](C)[C@@H](CN(C)Cc1ccc(Cl)c(Cl)c1)O2	0	nt
O=C(CSc1nc2ccccc2s1)Nc1ccc2c(c1)OCCO2	2	19
Cc1noc(C)c1S(=O)(=O)Nc1cccc2c1O[C@H](CN(C)Cc1ccncc1)[C@H](C)CN([C@@H](C)CO)C2=O	nt	7
C[C@H](CO)N1C[C@H](C)[C@@H](CN(C)Cc2ccccc2)OCc2cnnn2CCCC1=O	-2	17
C[C@@H]1CN([C@@H](C)CO)C(=O)c2cccc(NC(=O)C3CCOCC3)c2O[C@H]1CN(C)S(=O)(=O)c1cccs1	nt	-5
Cc1noc(C)c1NC(=O)N(C)C[C@@H]1Oc2c(NC(=O)c3ccncc3)cccc2C(=O)N([C@H](C)CO)C[C@@H]1C	nt	8
COC(=O)c1c(NC(=O)CSc2ccccn2)sc2c1CCC2	-2	7
C[C@@H]1CN([C@H](C)CO)C(=O)Cc2cc(NS(=O)(=O)c3ccc(F)cc3)ccc2O[C@H]1CN(C)Cc1ccc(C(=O)O)cc1	-2	nt

Another view of part of the listing above.
structure | STK33 kin inh | mut p53 react
O=C(CCn1nc(-c2ccc(Cl)cc2)c2ccccc2c1=O)Nc1ccc(Br)cc1 | -3 | -7
CC(C)NC(=O)Nc1ccc2c(c1)C(=O)N([C@@H](C)CO)C[C@@H](C)[C@@H](CN(C)Cc1ccc(Cl)c(Cl)c1)O2 | 0 | nt
O=C(CSc1nc2ccccc2s1)Nc1ccc2c(c1)OCCO2 | 2 | 19
Cc1noc(C)c1S(=O)(=O)Nc1cccc2c1O[C@H](CN(C)Cc1ccncc1)[C@H](C)CN([C@@H](C)CO)C2=O | nt | 7
C[C@H](CO)N1C[C@H](C)[C@@H](CN(C)Cc2ccccc2)OCc2cnnn2CCCC1=O | -2 | 17
C[C@@H]1CN([C@@H](C)CO)C(=O)c2cccc(NC(=O)C3CCOCC3)c2O[C@H]1CN(C)S(=O)(=O)c1cccs1 | nt | -5

New compounds follow
SMILES	STK33 kin inh	mut p53 react
O=C(NCc1nc(-c2ccccc2)no1)c1ccc2ccccc2c1	7	-11
Cc1cc(C)c(NC(=O)CN(C)S(=O)(=O)c2ccc3ccccc3c2)c(C)c1	1	3
CNC(=O)CN(c1ccc(Br)c(C)c1)S(C)(=O)=O	0	-14
Cc1ccc(C)c(C(Nc2ccccn2)c2ccc3ccc(C)nc3c2O)c1 (centres undefined)	?	-21
Cc1ccc(NS(=O)(=O)c2cc(C(=O)Nc3ccccc3C(=O)N3CCCC3)ccc2Cl)cc1C	-2	-7
CCCC(O)C#Cc1cnc2c(c1)C(=O)N([C@H](C)CO)C[C@H](C)[C@H](CN(C)S(C)(=O)=O)O2 (some centres undefined)	1	nt
CCCC(=O)Nc1ccc(OCC(O)CNC(C)C)c(C(C)=O)c1 (centres undefined)	-1	nt
COc1ccc(C)cc1S(=O)(=O)N(C)CC(=O)N1CCOCC1	2	-5
Cc1noc(C)c1S(=O)(=O)Nc1ccc2c(c1)CC(=O)N([C@@H](C)CO)C[C@H](C)[C@@H](CN(C)S(=O)(=O)c1ccc(Cl)cc1)O2	1	nt
C[C@H]1CN([C@@H](C)CO)C(=O)c2cc(C#Cc3cccc(F)c3)cnc2O[C@@H]1CN(C)Cc1ccccn1	nt	-2
Cc1noc(C)c1S(=O)(=O)Nc1ccc2c(c1)C(=O)N([C@@H](C)CO)C[C@@H](C)[C@H](CN(C)CC1CC1)O2	nt	1

Source: PubChem
